Scp1 inh = Scp-1 (human) phosphatase inhibition. Recombinant Scp1, phosphopeptide, malachite green phosphate absorbance. 340,000 tested, 0.88% active. inhibition, % at 20 µM. Q9GZU7;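 active = inhibition above about 50% at 20 µM, limit read from the data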;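 note: plate controls were DMSO wells with enzyme for no effect and wells lacking enzyme for full effect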
Target sequence (Q9GZU7 76-261 limits assumed): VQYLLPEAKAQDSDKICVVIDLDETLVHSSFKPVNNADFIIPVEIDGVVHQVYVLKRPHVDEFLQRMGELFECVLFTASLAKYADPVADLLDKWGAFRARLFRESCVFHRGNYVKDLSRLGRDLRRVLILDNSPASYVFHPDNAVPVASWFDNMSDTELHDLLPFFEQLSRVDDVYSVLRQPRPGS
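System: SCP-1 catalytic domain; Reagent: Phospho 17-mer peptide substrate; Doses: one concentration, 20 µM, with 1.0% DMSO; Incubation: 45 min room-temperature reaction, 5 min colour, 30 min stabiliser; Signal: Phosphate-binding colour reagent, absorbance read at 630 nm.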
Neddylation inh = cullin neddylation inhibition; P61081+Q13564; TR-FRET cullin neddylation, biochemical; calls only at 25 µM; 360,000 tested, 0.58% active; AID 651699; in the data active = inhibition above about 36%
NadD block = blocks S. aureus nicotinate mononucleotide adenylyltransferase; purified NadD enzyme, colorimetric absorbance read-out; inhibition, % at 20 µM; 360,000 tested, 0.78% active; AID 602399; in the data active = inhibition above about 26%; note: some compounds past the cut are filed as inactive
CSN inh = CSN deneddylation inhibition. Q92905. Purified CSN, SCF-Nedd8-OG deneddylation, fluorescence polarization. inhibition, % at 12.5 µM. 360,000 tested, 0.38% active. AID 651999;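 active = pattern-corrected inhibition above about 35%, with an unprinted fluorescence ratio check between 0.5 and 1.5, limit read from the data, passing the limit was not always enough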;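 note: 0% = enzyme with substrate and 100% = substrate without enzyme; some results filed as inactive read as strong as hits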
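Assay system: purified human Csn5 enzyme expressed in HEK293T cells; Input: 0.24 nM Csn5 enzyme, final concentration; Reagent: 10 nM SCFSkp2-Nedd8OG; Compound dosing: 12.5 µM single point; Times: reaction 90 min, room temperature; Technique: fluorescence polarization readout.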
DNMT1 inh = blocks human DNA methyltransferase DNMT1; inhibition (reported as % activation of signal), % at 10 µM; 360,000 tested, 0.83% active; P26358; DNMT1 molecular beacon, Hinp1I cleavage, fluorescence; in the data active = inhibition above about 50%
STEP block = blocks human striatal-enriched tyrosine phosphatase | 360,000 tested, 0.25% active | AID 588621 | recombinant STEP, OMFP fluorogenic substrate, fluorescence | P54829 | inhibition, % at 20 µM;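 active = inhibition at 20 µM, scaled per plate between control wells, above about 37%, limit read from the data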;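 note: 0% = DMSO with enzyme and substrate and 100% = substrate only without enzyme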
Target sequence (P54829 whole entry, looked up): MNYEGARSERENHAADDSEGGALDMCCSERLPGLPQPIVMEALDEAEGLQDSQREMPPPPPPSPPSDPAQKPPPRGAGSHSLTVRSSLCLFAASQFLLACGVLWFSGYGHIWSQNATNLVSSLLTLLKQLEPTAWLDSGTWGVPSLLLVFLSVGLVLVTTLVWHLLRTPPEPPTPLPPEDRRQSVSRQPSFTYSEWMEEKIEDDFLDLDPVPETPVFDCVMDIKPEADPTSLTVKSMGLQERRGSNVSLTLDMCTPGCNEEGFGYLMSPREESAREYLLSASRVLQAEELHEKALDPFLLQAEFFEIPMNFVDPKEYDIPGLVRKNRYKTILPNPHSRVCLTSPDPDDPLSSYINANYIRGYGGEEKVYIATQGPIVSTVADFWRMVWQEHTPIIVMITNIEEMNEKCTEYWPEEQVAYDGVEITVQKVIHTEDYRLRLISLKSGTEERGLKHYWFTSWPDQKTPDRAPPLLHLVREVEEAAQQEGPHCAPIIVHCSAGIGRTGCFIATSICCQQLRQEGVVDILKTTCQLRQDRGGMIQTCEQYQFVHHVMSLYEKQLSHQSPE
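System: STEP (striatal-enriched tyrosine phosphatase) enzyme, cell-free; medium: Bis-Tris pH 6.0 buffer with DTT, detergent; dosing: 20 µM, 1% DMSO; times: reaction 20 min, ambient temperature; detection: fluorescence, 480/540 nm; read-out basis: normalized % inhibition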
SUMO1-SIM PPI = modulators of human SUMO1-mediated protein-protein interactions | 360,000 tested, 0.33% active | AID 602429 | P63165 | inhibition, % at 20 µM | SUMO1 binding to a labelled peptide, TR-FRET, 1 h; in the data active = inhibition above about 37%
Rin1 Abl inh = blocks binding of human Rin1 to Abl. inhibition, % at 7.35 µM. TR-FRET Rin1/Abl binding, biochemical. P00519+Q13671. AID 588664. 360,000 tested, 0.4% active; in the data active = inhibition above about 5%, passing the limit was not always enough
LMPTP inh = LMPTP (human) inhibition | P24666 | recombinant LMPTP-A, OMFP fluorogenic substrate, fluorescence intensity | inhibition, % at 20 µM | 360,000 tested, 0.22% active | AID 651560;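 active = compounds that cut the enzyme signal by at least half of the control window in the single-dose screen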;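 note: plate controls were DMSO wells with enzyme plus substrate for no effect and substrate without enzyme for full effect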
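Assay system: LMPTP-A enzyme. Input: 0.625 nM LMPTP-A final. Probe or stimulus: 400 µM OMFP. Compound dosing: single 20 µM dose. Schedule: 50 min dark incubation at room temperature. Detection: fluorescence intensity of OMFP turnover product. Read-out: percent inhibition versus substrate-only and uninhibited controls. Benchmarks: no-enzyme low control, uninhibited high control.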
Rpn11 block = inhibitors of human proteasome Rpn11; O00487; calls only at 20 µM; human 26S proteasome, Ub4-pepOG fluorescence polarization; 20S core pre-blocked with epoxomicin; 360,000 tested, 0.59% active;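 active = inhibition at 20 µM, scaled to each plate's controls, above about 33%, limit read from the data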
Target sequence (O00487 whole entry, looked up): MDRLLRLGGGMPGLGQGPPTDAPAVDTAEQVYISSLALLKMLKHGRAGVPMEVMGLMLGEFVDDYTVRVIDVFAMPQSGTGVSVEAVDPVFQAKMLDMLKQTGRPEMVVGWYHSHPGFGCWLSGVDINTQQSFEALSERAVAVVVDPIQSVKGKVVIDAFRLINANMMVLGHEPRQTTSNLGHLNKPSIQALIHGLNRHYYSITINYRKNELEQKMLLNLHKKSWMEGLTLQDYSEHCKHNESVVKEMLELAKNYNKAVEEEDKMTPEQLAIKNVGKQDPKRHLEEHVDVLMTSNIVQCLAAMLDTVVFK
* hit, by the source's call; i = inactive; nt = no result given. Outcome played no part in choosing rows. Share with any hit: about 3.8%.

SMILES	Scp1 inh	Neddylation inh	NadD block	CSN inh	DNMT1 inh	STEP block	SUMO1-SIM PPI	Rin1 Abl inh	LMPTP inh	Rpn11 block
COc1ccc(NS(=O)(=O)c2cc([N+](=O)[O-])ccc2N/N=C\c2c(C)[nH]c3ccccc23)cc1	-12.6	i	26.6	25.1	-18.4	-6.6	-9.9	-3.0	7.4	nt
Cc1cc(NC(=O)Nc2ccccc2F)ccc1Br	-3.7	i	-3.5	-1.8	0.1	-2.3	2.8	-1.9	1.6	i
CC1(C(=O)NS(=O)(=O)Cc2ccccc2)CCN1C(=O)c1ccc(C2CCCCC2)cc1 (stereo not drawn)	nt	i	2.2	2.9	1.0	0.4	2.2	0.8	-1.7	i
O=C(O)C1CCC(N2C(=O)C3CCCCC3C2=O)CC1 (stereo not drawn)	-2.4	i	5.3	-3.1	2.0	1.9	-2.0	-6.0	-0.3	i
COc1ccc(-c2cc(NC=O)c3ncc(-c4ccc(OC)c(OC)c4)n3c2)c(OC)c1	nt	i	1.1	18.1	-23.0	6.2	-16.5	-4.1	2.7	i
Cc1n[nH]c(=O)nc1NCc1ccco1	-0.3	i	-9.1	-2.8	2.5	-8.3	-2.3	-1.2	-2.2	i
COc1ccc(-c2cc(=O)n(-c3nc4ccccc4[nH]3)[nH]2)cc1	9.1	i	6.2	-5.9	-0.4	-2.3	5.2	-1.4	0.0	i
CC(=O)OCC1=C(C(=O)O)N2C(=O)C(NC(=O)CCn3nc(C(F)(F)F)c(Br)c3C3CC3)C2SC1 (stereo not drawn)	4.3	i	7.7	2.7	3.6	4.5	0.7	0.7	0.2	i
O=C(Nc1ccc2[nH]c(=O)[nH]c2c1)c1cc(F)c(F)cc1Cl	-8.4	i	-2.5	-1.9	2.2	-0.6	3.3	-1.6	-0.7	i
Cc1nnc(NC(=O)CSc2nc(C(C)C)nc3ccccc23)s1	-10.7	i	-12.8	0.8	-2.1	4.3	3.5	-13.0	-1.8	i
CCC1(c2ccc(F)cc2)NC(=O)N(CC(=O)Nc2cccnc2Cl)C1=O (stereo not drawn)	5.3	i	-4.2	-4.3	0.7	0.2	-2.7	-5.9	-0.6	i
COC(=O)c1ccccc1NC(=O)CN1CCC(n2nnc3cc(F)ccc32)CC1	-0.7	i	-3.0	-5.5	5.8	3.4	-1.6	1.2	-0.5	i
O=C(c1cnc2n(c1=O)CCS2)N1CCN(c2ccc([N+](=O)[O-])cc2)CC1	-11.2	i	5.4	0.0	0.8	-1.4	-36.5	-4.2	-1.5	i
CC(=O)Nc1cccc(-c2csc(N)n2)c1	5.6	i	-3.4	3.9	3.3	-3.9	-0.3	-1.9	-0.2	i
O=C1CC(c2ccccc2)CC(O)=C1C=NCc1ccco1 (stereo not drawn)	-3.0	i	-5.3	-3.5	2.9	-0.3	1.4	-2.9	-0.8	i
CC(NC(=O)c1ccc2c(c1)OCO2)C(c1cccs1)N1CCOCC1 (stereo not drawn)	-7.2	i	-5.4	-0.2	-2.8	1.7	-3.5	-2.4	0.5	i
CCCOc1ccc(CNC(=O)c2ccc3c(c2)N(CC)CCS3)cc1	-9.2	i	-0.5	2.5	-9.7	2.7	-0.3	-4.1	4.8	i
O=c1[nH]c(=S)[nH]c2c1CN(Cc1ccc(F)cc1)CC2	0.2	i	4.7	-1.8	0.0	0.5	-7.0	-0.6	-1.1	i
Cc1c(OCC(=O)N2CCC(C(=O)O)CC2)ccc2c1oc(=O)c1ccccc12	6.8	nt	-0.8	1.0	-1.7	1.5	13.4	-1.6	-0.9	i
Cc1cc(C)n2nc(SCC(=O)NC(=O)c3ccc(OC(F)F)cc3)nc2n1	0.5	i	-1.1	-9.1	-0.7	2.1	-1.5	-3.4	-1.2	i
CCOc1cc(/C=C/C(=O)OCC(=O)NCC2CCCO2)cc(Cl)c1OC (stereo not drawn)	-6.7	i	-5.4	-0.8	3.1	8.0	-3.9	2.6	1.9	i
COc1ccc(OC)c(/C=C2\Oc3cc(OCC(=O)N4CCC(C(=O)O)CC4)ccc3C2=O)c1	-4.3	i	3.3	2.5	1.7	1.8	-11.3	-1.3	2.5	i
O=c1c2[nH]c3ccc(F)cc3c2ncn1CCN1CCOCC1	-1.9	i	-3.6	1.0	1.7	-0.1	-0.4	1.6	-1.4	i
O=C1CCCC/C1=C/Nc1ccc(C(=O)O)cc1	6.9	i	-1.7	4.6	10.7	1.2	-6.8	1.2	-0.4	i
Cc1cn([C@H]2C[C@H](O)[C@@H](CCC(=O)NCC(c3ccccc3)c3ccccc3)O2)c(=O)[nH]c1=O	nt	i	-1.6	3.9	0.5	0.7	3.6	2.5	-2.8	i
Cc1[nH]c2ccccc2c1C(=O)C(=O)NCc1ccncc1	-7.0	i	-3.2	-4.4	0.8	-3.9	3.6	-2.4	-1.3	i
COc1ccc(NC(=O)c2cc(S(=O)(=O)N3CCCCC3)ccc2N2CCCCC2)cn1	-2.0	i	3.3	1.2	-26.7	-0.4	1.6	-2.1	2.6	i
CCCCCCCC[n+]1cccc2c3ccccc3ccc21	25.8	nt	18.0	-0.6	5.9	3.8	-28.0	-6.0	3.5	i
Cn1c(=O)c2c(ncn2CCC(=O)N/N=C/c2cccnc2)n(C)c1=O	-7.3	i	-9.6	-0.7	-4.5	-4.7	-1.4	-1.6	-0.9	i
COc1ccc(NC(=O)c2cccc(N3C(=O)c4ccc(C(=O)Nc5ccc(OC)c(O)c5)cc4C3=O)c2)cc1O	-17.0	i	44.2*	-1.4	-12.2	-1.2	-6.9	-1.6	3.0	i

Random excerpt: 3 compounds from above
SMILES	Scp1 inh	Neddylation inh	NadD block	CSN inh	DNMT1 inh	STEP block	SUMO1-SIM PPI	Rin1 Abl inh	LMPTP inh	Rpn11 block
O=c1[nH]c(=S)[nH]c2c1CN(Cc1ccc(F)cc1)CC2	0.2	i	4.7	-1.8	0.0	0.5	-7.0	-0.6	-1.1	i
CC(NC(=O)c1ccc2c(c1)OCO2)C(c1cccs1)N1CCOCC1 (stereo not drawn)	-7.2	i	-5.4	-0.2	-2.8	1.7	-3.5	-2.4	0.5	i
O=C1CCCC/C1=C/Nc1ccc(C(=O)O)cc1	6.9	i	-1.7	4.6	10.7	1.2	-6.8	1.2	-0.4	i

(list continues)
SMILES	Scp1 inh	Neddylation inh	NadD block	CSN inh	DNMT1 inh	STEP block	SUMO1-SIM PPI	Rin1 Abl inh	LMPTP inh	Rpn11 block
COc1ccc(/C=C2\SC(=S)N(CC(=O)NCCO)C2=O)cc1	-2.7	i	-1.6	-5.5	-5.5	2.6	-30.2	-5.9	0.4	i
CCCCNC(=S)NC(=O)c1ccc([N+](=O)[O-])cc1	-7.5	i	-6.9	6.6	-0.8	1.4	-24.5	-3.5	0.4	i
CCCc1nnc(NC(=O)CCC(=O)NCCc2ccc(Cl)cc2)s1	16.5	i	-5.5	0.6	5.1	-2.6	0.2	3.3	-1.6	i
CN1CCN(c2ncnc3c2ncn3[C@H]2CN(Cc3ccccc3)C[C@@H](CO)O2)CC1	nt	i	1.0	-2.1	-1.2	-0.9	-1.6	-1.6	-1.0	i
COc1cccc(-c2c(-c3cc(OC)cc(OC)c3)n(C)c3ccc(-c4cccc5[nH]ccc45)cc23)c1	13.8	i	14.8	6.9	-6.3	-3.7	9.5	1.3	4.8	i
COc1ccc(CN2C(=O)CCC2(C)C(=O)NC2CCCCCC2)cc1 (stereo not drawn)	-4.7	i	9.0	1.3	3.6	-7.3	-3.3	-2.6	0.6	i
Cc1sc(NC(=O)c2ccc(=O)n(C)n2)nc1-c1ccccc1	-6.2	i	2.3	-4.2	-1.7	2.3	-3.1	0.1	-1.8	i
CCC(c1nnnn1Cc1cccs1)N1CCN(C2CCCC2)CC1 (stereo not drawn)	-3.3	i	-1.0	-2.3	2.8	1.9	-2.2	-3.4	-0.9	i
CCCCC(=O)Nc1ccc2c(c1)C(=O)NC2=O	-6.6	nt	-0.4	4.4	1.1	-2.2	-5.5	-2.5	-33.9	i
COc1ccc(C)cc1N(CC(=O)Nc1cccnc1)S(=O)(=O)c1ccccc1	-8.0	i	-3.2	-3.9	5.0	1.4	0.8	-1.6	-0.3	i
Cc1ccccc1NC(=O)/C(=C\c1cccs1)NC(=O)c1ccco1	-5.3	i	4.3	1.4	2.2	0.6	-6.3	-3.8	-2.5	i
COc1ccccc1S(=O)(=O)Cc1ccc(C(=O)NCc2ccc(C)cc2)o1	0.6	i	4.9	-2.8	-0.3	-2.9	3.9	-0.9	-1.6	i
O=[N+]([O-])c1ccc(OCCO)nc1	11.2	i	2.1	3.8	-0.3	1.3	-12.0	-0.5	-1.0	i
CCC1CCc2c(sc(NC(C)=O)c2C#N)C1 (stereo not drawn)	2.4	i	1.1	1.8	-2.5	-2.4	-2.1	-0.1	0.7	i
CCOc1ccc(NC(=O)Nc2ccc(Cc3ccncc3)cc2)cc1	-12.9	i	1.6	5.1	-0.9	0.4	5.1	0.7	1.3	i

Only Rpn11 block and Neddylation inh, for three of the compounds above:
canonical_smiles	Rpn11 block	Neddylation inh
CC(NC(=O)c1ccc2c(c1)OCO2)C(c1cccs1)N1CCOCC1 (stereo not drawn)	i	i
COc1ccccc1S(=O)(=O)Cc1ccc(C(=O)NCc2ccc(C)cc2)o1	i	i
COc1ccc(NC(=O)c2cccc(N3C(=O)c4ccc(C(=O)Nc5ccc(OC)c(O)c5)cc4C3=O)c2)cc1O	i	i

(listing goes on)
SMILES	Scp1 inh	Neddylation inh	NadD block	CSN inh	DNMT1 inh	STEP block	SUMO1-SIM PPI	Rin1 Abl inh	LMPTP inh	Rpn11 block
CCOC(=O)c1cc2c(ccn2C)n1CC(=O)N1C(C)CCCC1C (stereo not drawn)	-0.7	i	-2.3	-14.9	-1.2	2.4	-4.9	-0.1	0.0	i
CCOC(=O)C(/C=C(\C#N)C(=O)OCC)=C(/N)N1CCN(c2ccccc2)CC1	1.1	i	-6.2	1.9	-1.2	1.3	-0.2	-2.6	-1.6	i
S=C(NCCCN1CCOCC1)NCCCN1CCOCC1	-2.4	i	-2.5	-2.0	-0.6	93.6*	-1.6	0.5	-7.2	i
COc1ccccc1COCC(O)CNCC1(N2CCCCC2)CCCCC1 (stereo not drawn)	-4.6	i	9.0	-3.8	2.3	-1.0	-5.8	0.1	-1.2	i
Cc1cc2c(nn1)CCC/C2=N\O	3.6	i	1.9	3.2	-1.7	-1.4	-1.3	-1.7	-0.6	i
CN(CCCOc1ccccc1Br)Cc1ccccc1	-0.4	i	-6.4	1.8	-1.1	3.1	2.7	1.4	-0.3	i
CNC(=S)Nc1ccc(C)cc1	-0.9	i	-0.2	1.1	-4.0	0.5	0.7	-0.8	-0.9	i

Screening data deposited in PubChem by several laboratories.
